# Imprint erasure – genomic imprint erasure induction; mouse ES Peg3-LacZ reporter, beta-gal luminescence, 40 h; Potency, µM (series often up to 60.7 µM), inactives show top-dose activity change, positive = activation, usual class: activators; hit rate 0.02% among 110,000; AID 1948;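 also: 0% = negative control wells on the plate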
#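 Gelatin-coated wells received 300 freshly trypsinized female ES cells with a Peg3LacZ-Neo reporter on the maternal allele, then incubated 40 hours at 37C. BetaGlo was added for 5 minutes at room temperature before a single luminescence read.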
# IkB sig inh – IkB pathway inhibition in ABC-DLBCL cells; Potency, µM (doses to about 57.1 µM), inactives show at the highest dose IkBa stabilization activation; hit rate 0.04% among 110,000; ABC-DLBCL IkBa-CBG/CBR dual luciferase ratio, 4 h; response scale: scaled: untreated 0%, proteasome inhibitor 100%; AID 445; active = well fitted curve in the direction sought with a large enough effect in the signal ratio, not every such curve was filed as active; inconclusive = small, poorly fitted or top-dose-only effect, or a change in a side signal; the % refers to the signal ratio;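 also: the direction sought is a rising ratio; 0% = basal untreated cells and 100% = reference inhibitor full response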
#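 Curves were fitted separately to fusion (green), unfused (red) and ratio luminescence, then classed by r2, magnitude and activity. Cells: OCI-Ly3, 4 h compound plus doxycycline at 37C; 10 uM MG-132 defined full response.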
# p53ts 39C tox – p53ts cell cytotoxicity, nonpermissive temperature. H1299-p53A138V viability at 39C, ATP luminescence, 24 h. Potency, µM (doses to about 46.1 µM), for the others: at the top dose activity change, negative = cell killing, usual class: cytotoxic. hit rate 1.5% among 130,000; also: nearly all actives have a fitted effect of over 55% in size
# p53ts 32C kill – kills p53ts cells at the permissive temperature; H1299-p53A138V at 32C, ATP luminescence viability, 24 h; Potency, µM (doses to about 46.1 µM), for inactives: at the highest dose activity change, negative = cytotoxicity, most hits filed as cytotoxic; hit rate 0.93% among 130,000;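 also: 0% = DMSO and -100% = full killing by reference compound; nearly all actives have a fitted effect of over 55% in size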
#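 Cells: H1299 p53ts (A138V), 600/well, pre-incubated 16–30 h at 37C. Cpd up to 46 uM, 24 h, 32C. Readout: ATPlite luminescence, 20 min RT. Normalization: DMSO vs tamoxifen 100 uM. AC50 by Hill equation.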
# Active calls of the source: *; ? = inconclusive; . = no result given; [ ] = another dose, or the depositor's remark. Unless noted, calls follow the shape of the dose curve; as a rule, active = well fitted curve in the direction sought with a large enough effect; inconclusive = small, poorly fitted or top-dose-only effect, or another doubt; inactive = no such curve, though single readings can be large; an effect the other way counts as inactive or inconclusive. Unless noted, % is scaled to controls: 0 for no effect and ±100 for the full control effect; potency is read from the fitted curve at half-maximal effect.
# Results follow in this order: Imprint erasure, IkB sig inh, p53ts 39C tox, p53ts 32C kill
CC(C)Sc1ncc(Cl)c(C(=O)N(Cc2ccc(F)cc2)C2CCS(=O)(=O)C2)n1 (stereo not drawn)
 : -9%[10.9 µM], ?, -10%, -2%
Cc1ccc(CCN2CC(C(=O)NC3CCCC3)CC2=O)cc1 (stereo not drawn)
 : -5%, 1.1%, 4%, 4%
Cc1ccccc1C(=O)n1nc(-c2cccnc2)nc1NCc1ccccc1
 : 9%[10.9 µM], ?, -10%, 16%
Cc1ccc(OCCSc2nc(-c3cccs3)nc3cc(=O)[nH]n23)cc1Cl
 : -5%[10.9 µM], 7.0%, ?, 18%
Cc1ccc(-c2nc(CCNC(=O)c3ccc(C)c(C)c3)cs2)cc1
 : -11%[10.9 µM], ?, -16%, -1%
CCC(=O)Nc1ccc2nc(SCCOc3ccc(C)cc3OC)sc2c1
 : -7%[10.9 µM], -0.2%, -25%, -21%
O=c1cc(O)sc2ccccc12
 : ., ., 6%, 0%
Cc1n[nH]c(C)c1CCc1nc2c3ccccc3nc(SCC(=O)Nc3ccc(F)cc3)n2n1
 : -12%[10.9 µM], -2.4%, ?, ?
COc1cccc(CNC(=O)CN2C(=O)COc3ccc(S(=O)(=O)N4CCCCCC4)cc32)c1
 : -14%[10.9 µM], 1.0%, -7%, -4%
O=c1nc(-c2ccccc2)cc(-c2ccccc2)[nH]1
 : 1%, -1.4%, 13%, 13%
Cc1nc(SCC(=O)NCc2ccco2)c2c3c(sc2n1)CCCC3
 : -12%, 0.6%, -11%, -4%
Cc1nn(Cc2ccc(C(=O)n3cccn3)o2)c(C)c1Br
 : ., ., -13%, 14%
CCOC(=O)c1c(N)sc(C(N)=O)c1C
 : 6%, 0.1%, 6%, 7%
COc1ccc(-n2nc(C(=O)NCC(=O)NCc3ccco3)c3ccccc3c2=O)cc1
 : -11%, 1.3%, -10%, -5%
CC1(C)Cc2c(C#N)c(NCCCO)nc(-c3ccccc3)c2CO1
 : -6%, -4.5%, -17%, 5%
Cc1ccc(NC(=O)CCCn2c(=O)c3cccn3c3ccccc32)cc1C
 : -6%[10.9 µM], ?, -5%, 0%
O=C(c1ccco1)n1nc(-c2ccc(Cl)cc2)nc1NCc1ccccc1
 : -4%[10.9 µM], 4.2%, -24%, 17%
NC(=O)CSc1nnnn1-c1ccc2c(c1)OCCO2
 : ., ., 8%, 4%
Cc1nnc(SCC(=O)N2CCC(c3noc4ccc(F)cc34)CC2)s1
 : 2%, -2.4%, 10%, 0%
CC1CCCCN1C(=O)CN1CCSc2ccccc21 (stereo not drawn)
 : -15%[10.9 µM], ?, -12%, 5%
Cc1ccc(S(=O)(=O)NCCCOC(=O)Nc2ccncc2)cc1
 : -12%, 0.5%, 2%, -6%
COC(=O)c1ccccc1NC(=O)C(C)NS(=O)(=O)c1ccc(OC)cc1 (stereo not drawn)
 : 2%, 30%, -5%, 13%
O=C(Nc1cccc(-c2cn3cccnc3n2)c1)c1cc(Br)ccc1Cl
 : 5%[10.9 µM], 3.8%, -13%, 0%
CCn1c(C)cc2c(c1=O)C(c1ccccc1Br)C(C#N)=C(N)O2 (stereo not drawn)
 : -3%, 0.4%, 12%, 13%
COc1ccc(C2C(C(=O)N3CCN(c4ccccc4F)CC3)c3ccccc3C(=O)N2C)cc1 (stereo not drawn)
 : -12%, ?, -14%, -1%
CCOC(=O)c1cc2c(N)c(C(=O)c3cc(C#N)c(SC)nc3C)sc2nc1C
 : -9%, ?, -16%, 13%
COc1ccc(-c2nnc(SCc3nnc(-c4ccc(Cl)cc4)o3)n2-c2ccccc2)cc1
 : -12%, ?, -9%, 8%
CC(C)n1c(SCCCc2ccccc2)nc2c1c(=O)[nH]c(=O)n2C
 : -14%, 6.3%, 2%, 1%
Cc1cccc(NC(=O)C(=O)NCCc2sc(-c3ccccc3)nc2C)c1C
 : -6%[10.9 µM], 0.3%, ?, 0%
COc1ncnc(NS(=O)(=O)c2ccc(N)cc2)c1OC
 : -5%[16.8 µM], 3.0%[25.6 µM], 7%[20.6 µM], 3%[20.6 µM]
COc1ccccc1N(CCC#N)C(=O)CSc1ccc2c(c1)OCCO2
 : -16%, 1.1%, 7%, 6%
CCCCCn1c(C(C)NC(=O)c2ccccc2)nc2ccccc21 (stereo not drawn)
 : -13%[10.9 µM], ?, 11%, -1%
COc1ccc(NC(=O)c2cc3c(C)nn(-c4ccccc4)c3s2)c(OC)c1
 : -10%[10.9 µM], ?, -9%, 0%
CCCCOC(=O)CCn1c(=S)oc2ccccc21
 : 6%, 1.0%, -16%, 22%
O=C(Nc1nc(-c2ccc(S(=O)(=O)N3CCCCCC3)cc2)cs1)c1cccs1
 : -7%, ?, -1%, -1%
Cc1c(Cl)cccc1NC(=O)CCn1cnnn1
 : -10%[10.9 µM], 1.3%, 6%, 2%
Cc1occc1C(=O)NC1CCCCCC1
 : -41%[inhibitor], 3.2%, 13%, 2%
Cc1cc(C)cc(N2CCn3c2nc2c3c(=O)n(Cc3c(F)cccc3Cl)c(=O)n2C)c1
 : -7%[10.9 µM], 2.0%, -19%, -4%
O=C(c1cccc(F)c1)N1CCC2(CCN(Cc3nccs3)CC2)CC1
 : ., 2.2%[11.4 µM], 8%, 2%
Cc1sc2c(c1C)c(=O)n(CCc1ccccc1)c(=O)n2Cc1ccccc1Cl
 : -6%[10.9 µM], 6.2%, 1%, -3%

# A second format for some results above:
mol	Imprint erasure	IkB sig inh	p53ts 39C tox	p53ts 32C kill
COc1ncnc(NS(=O)(=O)c2ccc(N)cc2)c1OC	-5%[16.8 µM]	3.0%[25.6 µM]	7%[20.6 µM]	3%[20.6 µM]
COc1ccccc1N(CCC#N)C(=O)CSc1ccc2c(c1)OCCO2	-16%	1.1%	7%	6%
CCCCCn1c(C(C)NC(=O)c2ccccc2)nc2ccccc21 (stereo not drawn)	-13%[10.9 µM]	?	11%	-1%
COc1ccc(NC(=O)c2cc3c(C)nn(-c4ccccc4)c3s2)c(OC)c1	-10%[10.9 µM]	?	-9%	0%

# Remaining list, next part
# Results follow in this order: Imprint erasure, IkB sig inh, p53ts 39C tox, p53ts 32C kill
Cc1noc(C)c1COC(=O)C1CC(O)CN1S(=O)(=O)c1ccc(Cl)cc1 (stereo not drawn)
 : -9%, -0.6%, -10%, 1%
CCOc1ccccc1NC(=O)c1cc2c(=O)n(Cc3cccnc3)ccc2nc1C
 : -4%[10.9 µM], 0.4%, -15%, -4%
CC1(C(=O)O)Sc2[nH]c(=O)sc2C2c3ccccc3OC(=O)C21 (stereo not drawn)
 : -7%, 0.4%, 8%, 13%
O=C(COc1ccccc1Cl)NCCCN1CCOCC1
 : -8%, -0.3%, -2%, 2%
CC1Cc2ccccc2N1c1ncnc2c1nnn2Cc1ccccc1 (stereo not drawn)
 : 4%, 1.4%, 9%, 14%
CCn1cc(CNC(=O)/C=C/c2ccc([N+](=O)[O-])cc2)cn1
 : ., ., 185%[activator], -12%
CCc1ccc2c(-c3cccc(Cl)c3)nc(=O)n(CC)c2n1
 : -11%, 0.4%, -9%, -17%
O=C(CC(=O)c1ccncc1)c1ccccc1
 : -8%[10.9 µM], -0.4%[11.4 µM], 4%[9.22 µM], 6%[9.22 µM]
CN(C)c1nc(N)nc(Cn2ccnc2)n1
 : -3%, -5.9%, 3%, 4%
CCOC(=O)c1c(-c2ccc(C)cc2)csc1NC(=O)c1cc(=O)c2ccc(C)cc2o1
 : -7%[10.9 µM], -2.1%, 17%, -3%
Cc1ccc2nc(-c3ccc(N4CCOCC4)cc3)c(Nc3ccccc3C)n2c1
 : -12%[10.9 µM], ?, ?, 13µM*
CCOC(=O)c1ccccc1N/C=C1\CCCC1=O
 : -14%, 2.4%, 3%, -14%
Cc1c(Cl)cccc1Nc1nc(N)nc(CSc2ncccn2)n1
 : -6%, -1.1%, 5%, 3%
CC(C)(C)N1C(=O)[C@H]2[C@H]3[C@H](O)[C@H](O)C/C(=N/NC(=O)OCc4ccccc4)[C@H]3CC[C@@H]2C1=O
 : ., ., 5%[9.22 µM], 4%[9.22 µM]
COC(=O)C1=C(Cn2cnc3ccccc32)NC(=O)NC1c1cc(C)ccc1C (stereo not drawn)
 : -3%, ?, 12%, 5%
CCCCCn1c(=NC(C)=O)c(C#N)cc2c(=O)n3cccc(C)c3nc21
 : -6%, 1.8%, 5%, 0%
CCOC(=O)c1ccc2nc(C)c3c(c2c1)OC(C)C3 (stereo not drawn)
 : -4%, 3.3%, 1%, 0%
Cc1cc(SCC(=O)Nc2nsc(-c3ccc(C(C)(C)C)cc3)n2)nc2ccccc12
 : -14%[10.9 µM], ?, -1%, -8%
Cc1onc(-c2c(Cl)cccc2Cl)c1C(=O)NCC1CCCO1 (stereo not drawn)
 : -9%, -0.1%, -1%, 9%
O=C(Cn1nnc(-c2ccccc2F)n1)NCCc1ccccc1
 : 1%, -0.9%, -4%, -3%
COc1ccc2c(c1)c(=O)c(S(=O)(=O)c1ccccc1)cn2CC(=O)Nc1ccc(C)c(Cl)c1
 : -14%[10.9 µM], ?, -23%, 7%
CC(C)c1ccc(NC(=O)CCS(=O)(=O)c2ccc(Br)s2)cc1
 : -9%[10.9 µM], ?, -21%, 6%
CN(C(=O)CSc1nnc(-c2ccccc2F)o1)C1CCCCC1
 : -9%[10.9 µM], -3.2%, -3%, -7%
CC(=O)c1ccc(N2CCN(S(=O)(=O)c3ccc(-c4cnc(C5CC5)o4)cc3)CC2)cc1
 : -8%[10.9 µM], 1.8%, ?, ?
NCC/C=C1/c2ccccc2CSc2ccccc21
 : ., ., -3%, 3%
COc1cc(C(=O)Nc2ccc3[nH]c(=O)sc3c2)cc(OC)c1OC
 : -4%[10.9 µM], 3.7%, 3%, 2%
CCOC(=O)CSc1nnc(CNC(=O)c2ccccc2OC)n1-c1ccc(OC)cc1
 : -1%, -1.0%, -8%, 10%
Cc1ccc(NC(=O)N2CC3CCCN3c3ccccc32)cc1Cl (stereo not drawn)
 : -5%[10.9 µM], ?, -8%, 13%
Cc1cccc(N2CCN(C(=O)c3cc4c(=O)n(C)c5ccccc5c4s3)CC2)c1C
 : -6%[10.9 µM], 0.4%, -2%, 0%
Cc1cccc(OCCCc2c(C)n[nH]c2C)c1
 : -11%, 4.1%, 2%, -4%
COc1ccc(NC(=O)c2c(NC(=O)COc3ccccc3)sc3c2CCC(C)C3)cc1 (stereo not drawn)
 : ?, ?, 15%, 1%
COc1cc(NC(=O)Cn2c(=O)n(CC(=O)NCCc3ccc(OC)c(OC)c3)c(=O)c3sccc32)cc(OC)c1
 : 3%[10.9 µM], 4.3%, -17%, -10%
O=C(NC1CCCCC1)c1ccc(S(=O)(=O)N2CCCCC2)cc1
 : -7%, 2.7%, 12%, 7%
COc1cccc(CN2C(=O)N(c3ccc(C)cc3)C(=O)C2CC(=O)Nc2cc(OC)cc(OC)c2)c1 (stereo not drawn)
 : 1%[10.9 µM], 0.1%, -22%, -10%
CCC(=O)c1cccc2c1N=CC1=C(CC(C)(C)CC1=O)N2
 : -6%, 2.0%, 5%, 3%
CC(C)CC(=O)NCc1nc2cccnc2n1Cc1ccccc1
 : 2%[10.9 µM], 0.6%, ?, -4%
Cc1cccc(N2C(=O)C(CC(=O)Nc3ccc(Cl)cc3)N(Cc3ccco3)C2=O)c1 (stereo not drawn)
 : 4%[10.9 µM], ?, -7%, -9%
COc1ccccc1CNC(=O)COC(=O)C1=COCCO1
 : -2%, -1.1%, 5%, 8%
O=c1c(-c2cccc(F)c2)nc2cncnc2n1Cc1ccccc1Cl
 : ?, 3.4%[11.4 µM], -7%, -5%
NC(=O)C1C(c2ccccc2)=C1c1ccccc1
 : -14%, 2.5%, 3%, -2%
CCCCOc1ccc(C(=O)Nc2ccc3c(c2)CCCN3S(=O)(=O)c2ccc(C)cc2)cc1
 : -14%[10.9 µM], ?, -14%, 0%
O=c1c2ccccc2c(/C=N/n2cnnc2)c(O)n1-c1ccccc1
 : -6%, -2.0%, -1%, 7%
CCCn1c(-c2ccc(F)cc2)nc2c(N3CCCN(Cc4ccccc4)CC3)nc(C)nc21
 : -5%, ., -14%, -16%
CC1CN(CC(O)COc2ccc(C(=O)c3ccccc3)cc2)CC(C)O1 (stereo not drawn)
 : -21%, 1.1%, -11%, 13%
CCN(CC)S(=O)(=O)c1cc(C(=O)NC2CCCCC2)ccc1C
 : -6%, 2.3%, ?, ?
Clc1ccc2c(c1)-c1nnc(Br)n1-c1ccccc1S2
 : ., ., -13%, 0%
CCCCCN(C(=O)NC(=O)Nc1ccccc1OC)S(C)(=O)=O
 : -5%, 5.9%, -7%, 2%
